Screening results: PubChem, Sanford-Burnham Center for Chemical Genomics
Apaf1 inhib: human Apaf-1 inhibition; reconstituted apoptosome caspase-3 activity, DEVD-Rh110 fluorescence; inhibition, % at 20 µM; actives 0.71% (n = 330,000); active means inhibition of at least 40% at 20 µM;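 further: plate controls were DMSO wells for no effect and DEVD-CHO caspase inhibitor wells for full effect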
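Material: cell-free apoptosome with Apaf-1, procaspase-3 and caspase-9; Buffer or medium: Hepes pH 7.5 with detergent and BSA; Reagent: cytochrome c trigger plus (Z-DEVD)2-Rh110 caspase-3 substrate; Times: compound with Apaf-1, dATP, procaspase-3 30 min, then 50 min reaction, room temperature; Technique: Rh110 fluorescence intensity.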
SENP8 block-1: inhibitors of human SENP8 protease; inhibition, % at 20 µM; actives 0.64% (n = 360,000); AID 602440; Q96LD8; recombinant SENP8, Nedd8 substrate fluorescence; in the data active means inhibition mostly above about 40%, no sharp cut-off; inactive means mostly below about 27%
SENP7 block: blocks the human protease SENP7. Q9BQF6. recombinant SENP7, Z-RLRGG-aminoluciferin luminescence, 40 min. inhibition, % at 5 µM. actives 1.5% (n = 330,000);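 active means inhibition above about 50% at the single test dose, limit read from the data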;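 further: plate controls were DMSO with enzyme for no effect and no enzyme buffer wells for full effect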
Target sequence (Q9BQF6 706-1050 limits assumed): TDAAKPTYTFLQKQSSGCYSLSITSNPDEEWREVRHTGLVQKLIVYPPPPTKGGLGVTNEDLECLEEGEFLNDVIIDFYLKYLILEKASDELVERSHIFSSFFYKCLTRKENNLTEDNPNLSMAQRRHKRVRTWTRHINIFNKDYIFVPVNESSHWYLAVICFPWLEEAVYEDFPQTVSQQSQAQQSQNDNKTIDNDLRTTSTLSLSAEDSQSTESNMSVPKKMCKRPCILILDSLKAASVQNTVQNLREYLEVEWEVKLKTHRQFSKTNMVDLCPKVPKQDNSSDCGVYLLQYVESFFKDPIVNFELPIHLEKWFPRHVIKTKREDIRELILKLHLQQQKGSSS
SENP8 block-2: inhibitors of human SENP8 protease | Q96LD8 | purified SENP8, Z-RLRGG-aminoluciferin cleavage, luminescence | inhibition, % at 10 µM | actives 1.2% (n = 330,000) | AID 2540; in the data active means inhibition above about 50%
SENP6 inh: SENP6 protease inhibition; Q9GZR1; Recombinant SENP6 catalytic domain, aminoluciferin luminescence; inhibition, % at 10 µM; actives 1.8% (n = 330,000);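 active means inhibition above about 50% at the single tested dose, limit read from the data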;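 further: plate controls were DMSO wells with enzyme for no effect and DMSO wells lacking enzyme for full effect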
Target sequence (Q9GZR1 628-1112 limits assumed): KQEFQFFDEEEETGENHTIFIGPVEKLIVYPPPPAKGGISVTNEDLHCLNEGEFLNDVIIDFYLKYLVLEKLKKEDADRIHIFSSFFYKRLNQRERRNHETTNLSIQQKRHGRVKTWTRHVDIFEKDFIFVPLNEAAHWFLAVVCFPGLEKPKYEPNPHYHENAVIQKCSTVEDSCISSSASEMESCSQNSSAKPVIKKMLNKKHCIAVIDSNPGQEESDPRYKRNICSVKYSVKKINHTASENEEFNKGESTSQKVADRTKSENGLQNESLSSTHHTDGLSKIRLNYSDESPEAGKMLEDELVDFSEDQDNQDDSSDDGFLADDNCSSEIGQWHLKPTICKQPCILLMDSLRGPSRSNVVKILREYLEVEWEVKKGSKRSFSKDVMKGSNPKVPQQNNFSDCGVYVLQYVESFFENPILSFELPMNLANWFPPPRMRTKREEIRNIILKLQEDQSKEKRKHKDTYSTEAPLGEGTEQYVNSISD
SENP1 inh: blocks the human SENP1 SUMO protease catalytic domain; Q9P0U3; recombinant SENP1 catalytic domain, CyPet-SUMO1-YPet FRET cleavage; inhibition, % at 10 µM; actives 0.21% (n = 360,000); AID 624204;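 active means inhibition at least 30% at 10 µM, raw YFP signal under a set limit, fluorescence ratio 0.5 to 1.5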;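 further: 0% = enzyme with DMSO and 100% = no enzyme wells; some results filed as inactive read as strong as hits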
Target sequence (Q9P0U3 419-644 limits assumed): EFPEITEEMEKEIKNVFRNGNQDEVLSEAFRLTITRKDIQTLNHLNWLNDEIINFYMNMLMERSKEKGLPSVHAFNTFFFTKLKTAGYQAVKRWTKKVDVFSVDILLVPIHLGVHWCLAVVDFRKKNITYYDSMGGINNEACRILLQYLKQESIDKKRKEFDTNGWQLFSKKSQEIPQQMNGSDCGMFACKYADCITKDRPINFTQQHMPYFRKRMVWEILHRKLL
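Compound: 10 µM single point, 0.5% DMSO; Test system: hSENP1 catalytic domain, recombinant; Timing: 50 min reaction at room temperature; Technique: FRET, CFP and YFP emission; Control set: no-enzyme wells low, DMSO-plus-enzyme wells high control.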
HKDC1 inhibitor: blocks human hexokinase HKDC1 activity. recombinant HKDC1, G6PDH/diaphorase resazurin coupled fluorescence. inhibition, % at 20 µM. actives 0.16% (n = 340,000). AID 493160;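 active means inhibition above about 35% when tested at 20 µM, limit read from the data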;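 further: plate controls were DMSO wells with enzyme for no effect and DMSO wells lacking enzyme for full effect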
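Assay system: in-house recombinant HK5 (HKDC1) enzyme. Input: HKDC1 at 5 µg/mL. Medium: Tris pH 8.0 buffer with MgCl2, Tween-20, BSA, BME. Dosing: single 20 µM dose. Schedule: 90 min reaction incubation at room temperature, dark. Signal: resazurin-to-resorufin fluorescence via G6PDH and diaphorase coupling, 525/613 nm. Controls: DMSO-enzyme wells negative, buffer-substituted wells positive.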
PfG6PD inh: PfG6PD (Plasmodium falciparum) enzyme inhibition. AID 504690. PfGluPho enzyme, NADPH resazurin-diaphorase fluorescence. actives 0.78% (n = 350,000). inhibition, % at 20 µM;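 active means inhibition reaching at least a set limit at 20 µM in the primary screen, cut at about 59% in these data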;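 further: 0% = DMSO wells with substrate and 100% = DMSO wells lacking glucose-6-phosphate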
Starred values were filed as active, the others as inactive.

Results for OCCn1c(C(F)(F)F)nc2ccccc21 ?
Apaf1 inhib: -12.8; SENP8 block-1: 8.3; SENP7 block: 4.4; SENP8 block-2: 9.7; SENP6 inh: -16.7; SENP1 inh: 1.0; HKDC1 inhibitor: 5.1; PfG6PD inh: -11.3

What do the screens show for `Cc1ccc(-c2nnc(Oc3cccc(C)c3)c3ccccc23)cc1`?
Apaf1 inhib: 19.9; SENP8 block-1: -6.2; SENP7 block: -5.3; SENP8 block-2: -6.1; SENP6 inh: -12.5; SENP1 inh: -0.6; HKDC1 inhibitor: -10.5; PfG6PD inh: 0.7

What do the screens show for `Cc1csc(NC(=O)CS(=O)(=O)c2ccccc2)n1`?
Apaf1 inhib: -3.6; SENP8 block-1: 5.6; SENP7 block: -6.6; SENP8 block-2: -7.7; SENP6 inh: -1.2; SENP1 inh: 0.9; HKDC1 inhibitor: -2.8; PfG6PD inh: 7.4

How did CS(=O)c1ccccc1-c1nc(-c2ccc(Cl)cc2)no1 (stereo not drawn) do in these assays?
Apaf1 inhib: 11.3; SENP8 block-1: 10.5; SENP7 block: -2.1; SENP8 block-2: 2.1; SENP6 inh: -5.2; SENP1 inh: 2.9; HKDC1 inhibitor: -3.2; PfG6PD inh: 15.4

What do the screens show for `O=C(NCc1ccco1)C1CCCCC1`?
Apaf1 inhib: -6.8; SENP8 block-1: 13.0; SENP7 block: 5.4; SENP8 block-2: 6.0; SENP6 inh: 13.5; SENP1 inh: 2.8; HKDC1 inhibitor: 3.0; PfG6PD inh: -5.5

What do the screens show for `CC(C)Nc1nc2n(c(=O)n1)CCN2C(C)C`?
Apaf1 inhib: -0.4; SENP8 block-1: 13.9; SENP7 block: 0.1; SENP8 block-2: -8.3; SENP6 inh: -9.3; SENP1 inh: 0.1; HKDC1 inhibitor: 3.8; PfG6PD inh: -6.6

What do the screens show for `Cc1cccc(Oc2ccc(NC(=O)C3CC=CCC3C(=O)O)cc2)c1` (stereo not drawn)?
Apaf1 inhib: -16.3; SENP8 block-1: 8.3; SENP7 block: 0.5; SENP8 block-2: 1.8; SENP6 inh: 1.8; SENP1 inh: -5.1; HKDC1 inhibitor: -8.5; PfG6PD inh: -20.6

Results for Oc1ccccc1Cc1c(O)ccc2ccccc12 ?
Apaf1 inhib: 9.1; SENP8 block-1: -133.8; SENP7 block: -2.0; SENP8 block-2: -1.5; SENP6 inh: 6.3; SENP1 inh: -0.6; HKDC1 inhibitor: 9.9; PfG6PD inh: -9.4

How did O=C(CSCCc1ccccn1)Nc1ccccn1 do in these assays?
Apaf1 inhib: 6.9; SENP8 block-1: 7.1; SENP7 block: 5.5; SENP8 block-2: -2.8; SENP6 inh: 12.7; SENP1 inh: -4.4; HKDC1 inhibitor: 1.3; PfG6PD inh: 9.1

Results for Cc1ccc(NC(=O)COS(=O)c2ccc(C)cc2)cc1 (stereo not drawn) ?
Apaf1 inhib: -10.1; SENP8 block-1: 4.9; SENP7 block: 8.3; SENP8 block-2: -5.4; SENP6 inh: -31.3; SENP1 inh: 1.0; HKDC1 inhibitor: -5.5; PfG6PD inh: 5.2

Results for CCCc1ccc(OCc2ccc(C(=O)OC)o2)c(OC)c1 ?
Apaf1 inhib: 0.4; SENP8 block-1: -18.5; SENP7 block: 4.2; SENP8 block-2: -2.4; SENP6 inh: -7.8; SENP1 inh: 0.2; HKDC1 inhibitor: 10.1; PfG6PD inh: 0.5

What do the screens show for `COc1ccc(C(CNC(=O)c2ccc(OCC3CCCO3)cc2)N2CCOCC2)cc1` (stereo not drawn)?
Apaf1 inhib: 2.3; SENP8 block-1: -8.8; SENP7 block: -1.1; SENP8 block-2: -13.5; SENP6 inh: -11.8; SENP1 inh: -1.3; HKDC1 inhibitor: 5.9; PfG6PD inh: -3.9

Results for CN1C(=O)C(O)(c2sc(N)nc2-c2ccccc2)c2ccccc21 (stereo not drawn) ?
Apaf1 inhib: 3.2; SENP8 block-1: 4.0; SENP7 block: -1.0; SENP8 block-2: 0.7; SENP6 inh: -15.5; SENP1 inh: -1.1; HKDC1 inhibitor: -2.5; PfG6PD inh: 11.8

What do the screens show for `CCC(C)Nc1nc(Cl)nc(N(C#N)CN2C(=O)c3ccccc3S2(=O)=O)n1` (stereo not drawn)?
Apaf1 inhib: -0.1; SENP8 block-1: 3.9; SENP7 block: -3.9; SENP8 block-2: -1.6; SENP6 inh: -2.6; SENP1 inh: 3.3; HKDC1 inhibitor: -0.9; PfG6PD inh: 8.9

Results for O=C(O)c1cc(-c2ccc3ccccc3n2)nc2ccccc12 ?
Apaf1 inhib: 0.8; SENP8 block-1: -3.0; SENP7 block: 6.1; SENP8 block-2: 7.5; SENP6 inh: 32.0; SENP1 inh: 2.2; HKDC1 inhibitor: -1.5; PfG6PD inh: 10.1

What do the screens show for `C=CCOc1ccc(CNc2ccc(NC(=O)CC(C)C)cc2)cc1OC`?
Apaf1 inhib: 2.8; SENP8 block-1: 5.7; SENP7 block: -0.9; SENP8 block-2: -17.9; SENP6 inh: -35.6; SENP1 inh: -3.7; HKDC1 inhibitor: -1.8; PfG6PD inh: 12.9

How did CN(CC(=O)N1CCc2ccccc2C1)S(=O)(=O)c1ccc2c(c1)c(=O)n(C)c(=O)n2C do in these assays?
Apaf1 inhib: 7.5; SENP8 block-1: 19.6; SENP7 block: 5.5; SENP8 block-2: 1.3; SENP6 inh: -1.4; SENP1 inh: 0.6; HKDC1 inhibitor: -0.5; PfG6PD inh: 5.3

What do the screens show for `O=C(COc1ccc2ccccc2c1)NCCn1ccc2ccccc21`?
Apaf1 inhib: 10.5; SENP8 block-1: 0.4; SENP7 block: -1.1; SENP8 block-2: 4.7; SENP6 inh: -8.4; SENP1 inh: -2.6; HKDC1 inhibitor: 3.2; PfG6PD inh: 27.7

How did COc1ccc(OCCSc2ncn[nH]2)cc1 do in these assays?
Apaf1 inhib: -7.8; SENP8 block-1: 14.7; SENP7 block: 35.8; SENP8 block-2: 34.2; SENP6 inh: 42.3; SENP1 inh: -1.4; HKDC1 inhibitor: -6.3; PfG6PD inh: 1.9

How did CC1=NN(c2ccccc2)C(=O)/C1=C\c1cc(C)n(-c2cccnc2)c1C do in these assays?
Apaf1 inhib: -1.4; SENP8 block-1: 41.8*; SENP7 block: -4.1; SENP8 block-2: 3.0; SENP6 inh: -5.5; SENP1 inh: 2.9; HKDC1 inhibitor: 0.6; PfG6PD inh: 15.1

What do the screens show for `COc1ccccc1-c1nc2n(n1)C(c1ccc(Cl)cc1)C(C(N)=O)=C(C)N2` (stereo not drawn)?
Apaf1 inhib: 1.2; SENP8 block-1: -40.9; SENP7 block: 9.1; SENP8 block-2: 3.4; SENP6 inh: -10.1; SENP1 inh: -39.0; HKDC1 inhibitor: 1.6; PfG6PD inh: -7.5

What do the screens show for `O=C(CNc1cccc(S(=O)(=O)N2CCCCCC2)c1)Nc1cccc([N+](=O)[O-])c1`?
Apaf1 inhib: 8.8; SENP8 block-1: 9.4; SENP7 block: -8.0; SENP8 block-2: 11.8; SENP6 inh: -4.2; SENP1 inh: 1.7; HKDC1 inhibitor: 0.7; PfG6PD inh: -15.7

What do the screens show for `CCOC(=O)/C=c1\s/c(=C\c2ccc(C)cc2)c(=O)n1CC(=O)NCc1ccco1`?
Apaf1 inhib: 8.6; SENP8 block-1: -259.9; SENP7 block: -1.4; SENP8 block-2: -7.1; SENP6 inh: -17.1; SENP1 inh: -40.9; HKDC1 inhibitor: 18.4; PfG6PD inh: -17.2

What do the screens show for `COc1cccc(CNC(=O)CN(C)S(=O)(=O)c2ccc3c(c2)CC(C)N3C(C)=O)c1` (stereo not drawn)?
Apaf1 inhib: -5.0; SENP8 block-1: 16.7; SENP7 block: 6.0; SENP8 block-2: 12.4; SENP6 inh: 5.0; SENP1 inh: -1.3; HKDC1 inhibitor: -6.1; PfG6PD inh: -3.5

Results for CCOC(=O)C1=CN(Cc2cccc(F)c2)S(=O)(=O)NC1c1ccc(Br)cc1F (stereo not drawn) ?
Apaf1 inhib: 16.3; SENP8 block-1: 6.4; SENP7 block: 11.2; SENP1 inh: 1.8; HKDC1 inhibitor: 20.4; PfG6PD inh: 2.2

Results for CCOc1ccccc1C(=O)NCC(=O)OCCOc1cccc(Cl)c1 ?
Apaf1 inhib: 12.8; SENP8 block-1: 3.8; SENP7 block: 10.5; SENP8 block-2: -7.2; SENP6 inh: -12.7; SENP1 inh: 0.0; HKDC1 inhibitor: 5.6; PfG6PD inh: 27.2

What do the screens show for `Cc1cc(C)c(NC(=O)COC(=O)c2c(C)noc2C)c(Cl)c1`?
Apaf1 inhib: 11.9; SENP8 block-1: 11.5; SENP7 block: -7.9; SENP8 block-2: -14.6; SENP6 inh: -16.7; SENP1 inh: 2.1; HKDC1 inhibitor: -3.9; PfG6PD inh: 7.9

Results for Cc1ccc(/C=C2\SC(=S)N(C3CCS(=O)(=O)C3)C2=O)cc1 (stereo not drawn) ?
Apaf1 inhib: 12.7; SENP8 block-1: 21.1; SENP7 block: -9.2; SENP8 block-2: -11.0; SENP6 inh: -7.3; SENP1 inh: 5.1; HKDC1 inhibitor: -7.3; PfG6PD inh: -15.7

How did c1ccc(-c2noc(CN3CCCC(OCc4ccccn4)C3)n2)cc1 (stereo not drawn) do in these assays?
Apaf1 inhib: -22.0; SENP8 block-1: 11.3; SENP7 block: 3.0; SENP8 block-2: 1.4; SENP6 inh: 1.4; SENP1 inh: 2.4; HKDC1 inhibitor: -2.7; PfG6PD inh: -26.9

How did O=C(NCC1CCCN1S(=O)(=O)c1cccs1)C(=O)Nc1cccc(F)c1 (stereo not drawn) do in these assays?
Apaf1 inhib: 6.1; SENP8 block-1: -42.0; SENP7 block: -2.7; SENP8 block-2: -14.2; SENP6 inh: -18.8; SENP1 inh: -5.5; HKDC1 inhibitor: 1.0; PfG6PD inh: 3.1

How did O=C(CN1C(=O)c2ccccc2S1(=O)=O)Nc1ncc([N+](=O)[O-])s1 do in these assays?
Apaf1 inhib: 9.7; SENP8 block-1: 20.8; SENP7 block: 9.7; SENP8 block-2: -4.9; SENP6 inh: -8.7; SENP1 inh: -11.1; HKDC1 inhibitor: -1.3; PfG6PD inh: -4.8

How did COc1ccc(C2=NOC3(CC(=O)N(c4ccc5ccccc5c4)C3=O)C2)c(OC)c1 (stereo not drawn) do in these assays?
Apaf1 inhib: 24.4; SENP8 block-1: 23.2; SENP7 block: -3.0; SENP8 block-2: -0.9; SENP6 inh: 1.2; SENP1 inh: -1.9; HKDC1 inhibitor: -3.3; PfG6PD inh: -12.6

Structures above that have a nitro group on carbon (2):
What do the screens show for `O=C(CNc1cccc(S(=O)(=O)N2CCCCCC2)c1)Nc1cccc([N+](=O)[O-])c1`?
Apaf1 inhib: 8.8; SENP8 block-1: 9.4; SENP7 block: -8.0; SENP8 block-2: 11.8; SENP6 inh: -4.2; SENP1 inh: 1.7; HKDC1 inhibitor: 0.7; PfG6PD inh: -15.7

How did O=C(CN1C(=O)c2ccccc2S1(=O)=O)Nc1ncc([N+](=O)[O-])s1 do in these assays?
Apaf1 inhib: 9.7; SENP8 block-1: 20.8; SENP7 block: 9.7; SENP8 block-2: -4.9; SENP6 inh: -8.7; SENP1 inh: -11.1; HKDC1 inhibitor: -1.3; PfG6PD inh: -4.8
